# All columns: NCI-60 one-dose screen, growth in % after 48 h at 10 µM unless noted; 100 = growth as untreated, 0 = no growth, -100 = all killed.
# HL-60(TB): HL-60(TB) leukemia cells; AID 1794776; 78,000 compounds, 9% hits; active = growth percent below 10
# * = called active by the depositor; & = joins results of further samples. The list is partial; rates above refer to the full screens.
# Preview, 2 compounds:
Compound,HL-60(TB)
CC(=O)c1cc2c(cc1C)C(C)(C)C(C)(C)C2(C)C,106
CNC(=O)c1cc(Oc2cccc3nc(NC(=O)Nc4cc(C(F)(F)F)cc(C(F)(F)F)c4)ccc23)ccn1,71

# The whole of this part, from the start:
Compound,HL-60(TB)
CC(=O)c1cc2c(cc1C)C(C)(C)C(C)(C)C2(C)C,106
CNC(=O)c1cc(Oc2cccc3nc(NC(=O)Nc4cc(C(F)(F)F)cc(C(F)(F)F)c4)ccc23)ccn1,71
O=[N+]([O-])c1cccc(C2NC(N3CCCCC3)=C(N3CCCCC3)c3c2sc2c(F)cccc32)c1 (configuration not stated),110
CC1CCCCC1(C)O (configuration not stated),92
COc1cc2cc(CNc3ccc(Nc4nccc(-c5ccc6ccccc6c5)n4)cc3)c(=O)[nH]c2cc1OC,91
Oc1c(CN2CCCCC2)ccc2cccnc12,18&58
CN1CCN(Cc2ccc(/C=N/Nc3ccnc4cc(Cl)ccc34)cc2)CC1,72
O=S(=O)(O)c1cc(O)c2c(O)c(N=Nc3cc(Cl)ccc3O)c(S(=O)(=O)O)cc2c1,98
OCn1nnc2ccccc21,113
COc1cc(-c2nn(-c3ccccc3)cc2-c2ccnc(NCCNS(=O)(=O)c3ccc(Cl)cc3)n2)ccc1Cl,-36*
N=C(N)SCc1cccc2c(CSC(=N)N)cccc12,93
O=C(CSc1ccc(-c2ccccc2)nn1)Nc1nc2ccccc2[nH]1,100

# A different layout for part of the listing above:
Oc1c(CN2CCCCC2)ccc2cccnc12
  HL-60(TB): 18&58
OCn1nnc2ccccc21
  HL-60(TB): 113
COc1cc2cc(CNc3ccc(Nc4nccc(-c5ccc6ccccc6c5)n4)cc3)c(=O)[nH]c2cc1OC
  HL-60(TB): 91
N=C(N)SCc1cccc2c(CSC(=N)N)cccc12
  HL-60(TB): 93

# Continuation.
Compound,HL-60(TB)
O=C(Cn1cc(CN2CCN(c3ccnc4cc(Cl)ccc34)CC2)nn1)Nc1ccc([N+](=O)[O-])cc1,98
Nc1nccc(-c2c(-c3ccc(F)cc3)ncn2C2CCCCC2)n1,115
O=S1(=O)Oc2c(Cl)cc(Cl)cc2S(=O)(=O)Oc2c(Cl)cc(Cl)cc21,105
COc1cccc(/C=N/Nc2nnc3n2N=C(c2ccc(Cl)cc2)CS3)c1,92
Nc1[nH]n2cc(-c3ccc(Br)cc3)nc2c1N=Nc1ccc(S(N)(=O)=O)cc1,64
c1coc(-c2cnc3ccccc3n2)c1,106
CC/C=C1/C(=O)C=C[C@@H]1C/C=C\CCCC(=O)OC,5.3*
c1ccc2c(-c3nc4ccccc4[nH]3)cccc2c1,-3.9*
NS(=O)(=O)/N=C1\NC(=O)NC1=C(Cl)Cl,105
Cc1ccc(C)c(-n2c(-c3ccc(Br)cc3)csc2=NC(=O)c2ccccc2F)c1,-22*
Clc1ccc(-c2nnc(SCc3ccccc3)n2-c2ccccc2)cc1,70
CN1C(=O)N(C)C2C1NN=c1s/c(=C\c3ccc(Br)cc3)c(=O)n12 (configuration not stated),-14*
O=P1(O)CC2=C(CC=CC2)C1,101
O=[N+]([O-])c1cc(F)ccc1CCc1ccc(F)cc1[N+](=O)[O-],101
Nc1nc(-c2ccccc2)c(N=Nc2ccc(Br)cc2)s1,81
COc1ccc(/C=C/c2cc(N3CCOCC3)c3cc(F)c(F)cc3n2)cc1OC,-8.5*
CN1CCN(c2nc(-c3csc(-c4ccccc4)n3)cc3ccccc23)CC1,6.6*
COC(=O)C(CCC#N)(CCC#N)C(C)=O,99
Cn1c(=O)c2[nH]c(CO)nc2n(C)c1=O,130&124
O=C1Nc2c(sc3ccc(Cl)cc23)C(c2cccc(Br)c2)N1 (configuration not stated),92
CCOC(=O)/C(=C\c1ccc(C(F)(F)F)cc1)[Se]c1ccccc1,98
CN(C)CCOc1ccc(I)cc1Cc1ccccc1,84
O=C(NNC(=S)NC1CC1)c1cc2ccc1CCc1ccc(cc1)CC2,100
Cn1c(N2CCN(Cc3ccccc3)CC2)nc(-c2ccco2)c(C#N)c1=O,110
CCOC(=O)C1=CSC2=NC3=C(CCCC/C3=C\c3ccc(OC)c(OC)c3)C(c3ccc(OC)c(OC)c3)N12 (configuration not stated),74
CC1=C(CCCNS(C)(=O)=O)C2=C(C)C3(CC3)[C@@](C)(O)C(=O)C2=C1,14
CN1CCN(Cc2ccc(NC(=O)c3[nH]ncc3Nc3cc(OC4CCCC4)ncn3)cc2)CC1,-13*
Cc1cc(N(CCCNc2ccnc3cc(Cl)ccc23)Cc2ccc3c(c2)OCO3)nc(N2CCOCC2)n1,-70*
COc1ccc2oc3c(C)c4c(c(C)c3c2c1)C(=O)N(Cc1ccccc1)C4=O,96
CCOC(=O)C(=O)c1c[nH]c2ccccc12,84
Cc1c(C(=O)NCCC(=O)NO)sc2ncnc(Nc3ccc(Cl)cc3)c12,105
O=C1Nc2ccc(Cl)cc2/C1=C/c1ccc(OCc2ccc(F)cc2)cc1,95
O=C(c1ccc2ccccc2c1)c1ccccc1Cc1cccc(C(F)(F)F)c1,95
Oc1[nH]c2cc(Cl)ccc2c1/C=c1/cc2c(c(-c3ccc(C(F)(F)F)cc3)n1)=Nc1ccccc1-2,94
COc1ccc(C(=O)C(O)c2ccc(OC)cc2)cc1 (configuration not stated),95&97
COc1cc(C2C(C(C)=O)=C(C)NC(C)=C2C(C)=O)cc(Br)c1O,108
Cc1c(Br)cc([N+](=O)[O-])c(C)c1[N+](=O)[O-],103
N#C/C(C(=O)Nc1ccc(S(N)(=O)=O)cc1)=C1\C(=O)N(Cc2ccccc2)c2ccc(Cl)cc21,59
CCOC(=O)CSc1ccccc1,99
Oc1c(Br)cc(Br)c(O)c1Br,104
CC1=C(C#N)c2nc3cnccc3c(=O)n2[C@]1(C)O,106
O=C(Nc1cccc(F)c1)Nc1ccccc1B(F)F,96
COc1ccc(C2c3ccc4ccccc4c3Oc3nc(C)[nH]c(=O)c32)cc1 (configuration not stated),99
CN(C)CCCC(O)c1cccc2ccccc12 (configuration not stated),106
CN(C(=O)CN(CCO)CC(=O)N(C)C(C)(C)Cc1ccccc1)C(C)(C)Cc1ccccc1,84
C=CCCCOC1[C@H](OCc2ccccc2)C(OCc2ccccc2)C(OC)O[C@@H]1CNC(=O)c1cccc(I)c1 (some centres not stated),55
COc1ccc(-c2nnc(-c3nc(-c4cc(OC)c(OC)c(OC)c4)n4ccccc34)o2)cc1OC,53
N#Cc1cc(-c2nc3ccccc3s2)c(=O)n(NS(=O)(=O)c2ccc(Cl)cc2)c1N,103
CCSC1=CC(=O)c2ccccc2C1=O,51
c1ccc2sc(-c3ccncc3)nc2c1,96
CCOC(=O)C1=C(N)N(c2ccc(C)cc2)C2=C(C(=O)CC(C)(C)C2)C1c1ccccc1OC (configuration not stated),99
O=C(N/N=C/c1cccs1)c1[nH]c2ccc(Br)cc2c1-c1ccccc1,-48*
CN(C(=O)c1ccc(C(F)(F)F)cc1C(F)(F)F)c1sc2c(c1C#N)CCC(=O)C2,55
Cc1cc(C)c2nc3c(c(C(O)C4CCCCN4)c2c1)CC/C3=C\c1ccc(Cl)cc1 (configuration not stated),95
CCCCCNS(=O)(=O)c1ccc(C)cc1,110
CNCCCNCCCCNCCCN1C(=O)c2ccc3c4c(ccc(c24)C1=O)C(=O)N(CCCNCc1ccccc1OC)C3=O,23
COc1cc2c(cc1OC)C(=O)OC2,156
CC(C)=CCC[C@](C)(O)[C@H]1CC[C@]2(C)[C@@H]1CC[C@@H]1[C@@]3(C)CC[C@H](N)C(C)(C)[C@@H]3CC[C@]12C,-24*
Cc1c2c(c(C)c3c1oc1cc(O)ccc13)C(=O)N(CCN1CCOCC1)C2=O,97
COc1ccccc1-c1ccc2cnc3sc(-c4ccccc4)nc3c2n1,94

# Continued.
Compound,HL-60(TB)
NNCc1ccccc1,102
CC1=NC(=S)NC(c2ccccc2)/C1=C1/CC(c2ccc(Cl)cc2)ON1 (configuration not stated),100
C=CCn1c(SCC(=O)Nc2ccc(C(=O)/C=C/c3ccc(OC)cc3)cc2)nnc1-c1ccc(Cl)cc1,97
CNc1ccn(C2CCCO2)c(=O)n1 (configuration not stated),107
Cc1cnc(C=O)c2cccc([N+](=O)[O-])c12,66
CN1C(=O)CNC(=O)[C@H](NC(=O)Cc2nc3ccccc3cc2O)CSSC[C@H]1C(=O)NCCCCc1nc2ccccc2cc1O,104
CN=C(NC)c1ccc(CN2CCN(Cc3ccc(C(=NC)NC)cc3)CC2)cc1,78
O=C1/C(=C\c2coc3ccc(Br)cc3c2=O)c2ccccc2N1c1c(Cl)cccc1Cl,96
CN1C(=O)/C(=C/c2nc(-c3ccccc3)n3ccccc23)c2ccccc21,94
Oc1ccccc1C=Nc1ccc(N2CCN(C(c3ccccc3)c3ccccc3)CC2)cc1,80
CC/C(Cc1ccc(O)cc1)=N\N=C(N)N,80
Nc1ccccc1C(=O)NO,90
CC(=O)Nc1cccc(-c2[nH]c3ccccc3c2/C=N/NC(N)=O)c1,95
CC1(C)CC(=O)C2=C(C1)OC1=C(C(=O)CC(C)(C)C1)C2c1ccccc1Cl,113
CSc1ccc(/C(=N/N=C(N)N)c2ccc(F)cc2)cc1,-32*
COc1cc(-c2cccc(C(=O)/C=C/c3c(Cl)nc4sc(C)nn34)n2)cc(OC)c1OC,68
CCOc1ccc2nc(NC(=O)CSc3nnc(-c4cccnc4Nc4cc(OC)c(OC)c(OC)c4)n3CC)sc2c1,96
COc1ccc(/C=C2\C(=O)N=C3N2NC(C)=CN3c2ccccc2)cc1,100
COc1ccc(-c2nc3ccc(-c4nnc(SCc5ccccc5)o4)cc3[nH]2)cc1OC,78
NC(N)=N/N=C(/c1ccccc1)c1ccc2nc(-c3ccc(O)cc3)[nH]c2c1,84
O=C(N/N=C/c1ccncc1)c1cc(O)c(O)c(O)c1,104
O=C1OC2CC1(O)CC(O)C2O (configuration not stated),87
Cc1cc2nc3cc(C)c(N)cc3[n+](-c3ccccc3)c2cc1N,63
C[C@]12CC[C@H]3[C@@H](C=CC4=CC(=O)CC[C@@]43C)[C@@H]1CC[C@@H]2O,99
COC(=O)c1ccc(C(=O)c2ccccc2)cc1,102
O=C(CCc1nnc(CN(c2ccccc2)c2ccccc2)o1)c1nc2ccccc2[nH]1,84
CC(=O)CC/C=C(\C)[C@H](O)[C@H](C)C(=O)O[C@H]1C[C@H](C)C=C2C=C[C@@]3(C)O[C@@H](O)CC(=O)[C@]3(C)[C@H]21,-21*
O=C(O)c1cc2ccccc2nc1C(=O)O,100
CN1CC(O)(C(O)C(O)C(O)CO)SC1=S (configuration not stated),134
Cc1nc2cc(O)c(O)cc2cc1Oc1ccc(NC(=O)Nc2ccc(Cl)c(Cl)c2)cc1,97
Cc1ccc(/C=C/c2c(C(=O)/C=C/c3ccccc3)c(C)nc3ccccc23)cc1,15
S=c1nc[nH]c2nc[nH]c12,14
COC(=O)c1ccc(O)c(CN(C)C)c1,103
C=C(C)Cc1c(C)c(Cl)cc(Cl)c1O,102
CCOc1ccc(C2N(C)c3ccccc3N2C)cc1,75
C[Si](C)(Oc1ccc(Cl)cc1)Oc1ccc(Cl)cc1,85
CN1CCc2cc(O)c(O)cc2C1Cc1ccc(O)c(O)c1 (configuration not stated),82
CC(=O)OCC(C)(COC(C)=O)[N+](=O)[O-],98
CCN(CC)c1ccc2cc(C(=O)NCCOCCOCCOCCn3cc(CCC(=O)Nc4ccc(C(=O)c5ccc(NC(=O)OC(C)(C)C)cc5)cc4)nn3)c(=O)oc2c1,37
C[C@H](Nc1nc(N2CCOc3ccccc32)nc2ccccc12)c1ccccc1,70
Nc1ccccc1CCc1ccccc1N,88
O=c1[nH]c2ccc(Oc3ncccn3)cc2c(=O)n1Cc1cccc(NS(=O)(=O)c2cccc(F)c2)c1,89
O=C(O)CNC(=O)Nc1ccccc1,70
O=C(/C(=C/c1ccc(F)cc1)c1ccccc1)c1ccc(O)cc1,102
Clc1ccc(Br)c(-c2nc3ccccc3[nH]2)c1,97&76
Clc1cc(Cl)c(Cl)nn1,70
CCCCN(CCCC)C(=O)CC,97
NNC(=O)c1nc2ccccc2[nH]1,101
O=c1nc(Nc2nc3ccccc3[nH]2)[nH]c(=O)c2ncccc12,102
CCOC(C)Oc1ccccc1 (configuration not stated),111
COc1cc(-c2nc3ccccc3[nH]2)cc(CN2CCN(c3ccccc3)CC2)c1O,105
O=C(CCl)NC1c2ccccc2Oc2ccccc21,78
CCOC(=O)/C(C#N)=C(\C)CCc1ccccc1,239
CCS(=O)(=O)c1ccc2c(c1)N1C(=NS(=O)(=O)c3cnccc31)O2,83
O=C1NC(=O)C2(CCCCC2C2CCCCC2)N1 (configuration not stated),122&102
CCOC(=O)/C(C#N)=C\c1cccc2ccccc12,110
CCOC(=O)c1cc(=O)c(SC(=S)N2CCCC2)co1,105
CSc1nc2nnc(N)c(=O)n2[nH]1,102
O=C(Cn1nnc2ccccc21)N/N=C/c1ccc(O)c(O)c1,102
CCOC(=O)c1[nH]c(=S)nc(-c2ccc(F)cc2)c1C(=O)c1ccc(Br)cc1,97

# Going on with the list:
Compound,HL-60(TB)
NC(N)=N/N=C/CN1C(=O)c2ccccc2C1=O,110
CNc1oc(-c2cccc3ccccc23)nc1C#N,98
COc1cc2cc(Oc3ccc(NC(=O)c4cccc(C(F)(F)F)c4)cc3)c(C)nc2cc1OCCN1CCCCC1,-52*
CCOC(=O)COc1ccc(NC(=O)C2CCCCC2)cc1,101
Nc1ccc(C(=O)c2ccc(N)c(Br)c2)cc1Br,-17*
